# Source: PubChem BioAssay (National Center for Advancing Translational Sciences (NCATS))
# Tb PYK inh – blocks Trypanosoma brucei pyruvate kinase. TbPYK enzyme, Kinase-Glo Plus ATP luminescence, 45 min. Potency, µM (titrated, usually from 76.8 µM), for inactives: at the top dose activity, negative = inhibition, hits mostly inhibitors. AID 624173. Q57TT1. 410,000 tested, 0.12% active; further: potency means the concentration at half of the fitted maximal effect; on the % scale 0 is the no-effect control and ±100 the full control effect; nearly all actives have a fitted effect of over 50% in size
#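 Assay buffer: 50 mM TEA pH 7.2, 100 mM KCl, 10 mM MgCl2, 0.05% BSA, 0.01% Tween-20. Pyruvate kinase from T. brucei plus substrate met compound, then ADP (130 uM final). Luminescence was read post 45 min RT.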
# Shiga inhibitor – Shiga toxin inhibition; Vero cells, Shiga toxin protein synthesis inhibition reporter; inhibition, % at 38.7 µM; 290,000 tested, 9.2% active; AID 2315; in the data active means inhibition mostly above about 28%, no sharp cut-off; inactive means mostly below about 43%; further: 0% is about no effect
# Pf growth 48h – P. falciparum growth inhibition at 48 hours (one generation); P. falciparum luciferase growth in erythrocytes, 48 h; Potency, µM (doses to about 28.7 µM), inactives show at the top dose activity change, negative = inhibition, most hits filed as inhibitors; 310,000 tested, 5.9% active; AID 504832; further: potency means the concentration at half of the fitted maximal effect; on the % scale 0 is the no-effect control and ±100 the full control effect
#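 A one-generation exposure of luciferase-tagged malaria parasites in RPMI 1640/Albumax erythrocyte culture, 37 C and 5% CO2. Inhibition is inferred from decreased luminescence after adding detection reagent.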
# LmPK inhibitor – LmPK (Leishmania mexicana) enzyme inhibition. 290,000 tested, 0.37% active. purified LmPK, Kinase-Glo ATP luminescence, 1 h. Potency, µM (titrated, usually from 57.5 µM), for inactives: at the top dose activity change, negative = inhibition, actives largely listed as inhibitors. Q27686; further: potency means the concentration at half of the fitted maximal effect; on the % scale 0 is the no-effect control and ±100 the full control effect
# Target sequence (Q27686 whole entry, looked up): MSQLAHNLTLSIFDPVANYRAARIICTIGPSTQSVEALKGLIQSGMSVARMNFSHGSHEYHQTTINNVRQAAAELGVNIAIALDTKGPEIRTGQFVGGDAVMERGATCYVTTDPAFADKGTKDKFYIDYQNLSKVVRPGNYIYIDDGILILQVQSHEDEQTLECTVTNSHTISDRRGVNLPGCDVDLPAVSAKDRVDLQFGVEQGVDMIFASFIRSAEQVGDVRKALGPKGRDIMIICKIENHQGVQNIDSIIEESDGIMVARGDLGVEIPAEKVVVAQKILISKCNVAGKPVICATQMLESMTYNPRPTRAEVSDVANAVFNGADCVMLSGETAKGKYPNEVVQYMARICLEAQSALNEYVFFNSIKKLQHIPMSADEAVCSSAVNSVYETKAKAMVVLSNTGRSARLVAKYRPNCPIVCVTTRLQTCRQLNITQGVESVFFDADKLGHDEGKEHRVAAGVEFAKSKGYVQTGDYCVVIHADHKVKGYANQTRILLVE
#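 Kinase-Glo luminescence read after 1 h RT reaction of 0.1 nM LmPK with 0.5 mM PEP and 0.1 mM ADP. Activity scaled between uninhibited and enzyme-free controls.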
# Pf growth 96h – P. falciparum growth inhibition at 96 hours; P. falciparum luciferase reporter growth, 96 h; Potency, µM (series often up to 28.7 µM), for inactives: top-dose activity change, negative = inhibition, hits mostly inhibitors; 320,000 tested, 6.9% active; further: potency means the concentration at half of the fitted maximal effect; on the % scale 0 is the no-effect control and ±100 the full control effect
#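 P. falciparum expressing integrated firefly luciferase, in erythrocytes at 2% hematocrit, 0.05% parasitemia, incubated with compounds 96 h at 37 C, 5% CO2. Growth inhibition read as loss of luminescence; two-generation exposure targets delayed-death apicoplast inhibitors.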
# Cycloheximide cs – counter-screen for Shiga toxin inhibitors: cycloheximide protein synthesis inhibition; cell reporter, cycloheximide protein synthesis inhibition counterscreen; max response, %; 300,000 tested, 12% active; AID 2314; in the data active means max response mostly above about 13%, no sharp cut-off; inactive means mostly below about 14%; further: read at 38.3 µM for the half of the compounds with a filed dose; 0% is about no effect
# AMA1 RON2 block – inhibitors of Plasmodium falciparum AMA1-RON2 interaction; 360,000 tested, 0.2% active; AlphaScreen AMA1-biotinylated RON2 peptide binding; Potency, µM (titrated, usually from 58.2 µM), without a hit: top-dose activity change, negative = inhibition, usual class: inhibitors;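 further: potency means the concentration at half of the fitted maximal effect; 0% = vehicle wells and -100% = peptide control; nearly all actives have a fitted effect of over 45% in size; some results filed as inactive show a strong effect at the top dose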
#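 AMA1 (3D7) with his tag at 25 nM final met compounds first, then biotinylated RON2 peptide at 25 nM; detection used donor plus acceptor beads, 10 µg/mL apiece, read by AlphaScreen after 30 min at room temperature.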
# * = called active by the depositor; i = inactive; ? = inconclusive; · = no result given; [ ] = remark or other dose. Unless noted, the call rests on the fitted dose curve; in most records, active means well fitted curve in the direction sought with a large enough effect; inconclusive means small, poorly fitted or top-dose-only effect, or another doubt; inactive means no such curve, though single readings can be large; an effect the other way counts as inactive or inconclusive.
structure	Tb PYK inh	Shiga inhibitor	Pf growth 48h	LmPK inhibitor	Pf growth 96h	Cycloheximide cs	AMA1 RON2 block
CCOc1ccc(S(=O)(=O)N2CCN(CCNS(=O)(=O)c3ccc(C)cc3)CC2)cc1	0%	·	?	·	0%	·	-10%
COc1cccc(N=Nc2ccc3cccnc3c2O)c1	-9%	62*	·	2%	?	30*	-68%
Cc1ccc2nc3c(cc2c1)c(NC(=O)c1ccccn1)nn3CC(C)C	·	-8	?	-2%	·	-2	-3%
O=C(NCc1ccccc1)C1CCCC1	·	21*	?	-6%	7%	6	·
Cc1ccc(C(=O)Nc2ccc(C)c(S(=O)(=O)N(C)C)c2)s1	-16%	64*	241%[activator]	2%	208%[activator]	74*	-3%
Cn1c(=O)oc2cc(S(=O)(=O)NCCC(=O)N3CCc4ccccc4C3)ccc21	-12%	-11	·	-3%	·	-5	21%
O=C(c1ccc(Oc2ccc(C(F)(F)F)cn2)cc1)N1CCN(c2ccccc2)CC1	-3%	13	49%[activator]	0%	68%[activator]	-2	-1%
CC(=O)NN1C(=O)c2ccccc2NC1c1ccccc1 (centres undefined)	-1%	4	7%[0.00184 µM]	0%	-4%	-4	26%
CCOC(=O)c1c(C)n2c3c(cc(C)cc13)CCC2	0%	12	-3%	-1%	44%[activator]	7	-2%
COCC(C)NCc1cccc(OC)c1OC (centres undefined)	-8%	12	55%[activator]	-7%	49%[activator]	2	-16%
CN(CCc1ccccn1)C1CCCN(S(=O)(=O)c2ccccc2)C1 (centres undefined)	-5%	-4	2%	-10%	78%[activator]	-2	-10%
COc1ccccc1Nc1nc(N)nc(CN2CC(C)CC(C)C2)n1 (centres undefined)	-7%	-24	-30%	-1%	?	-5	-13%
Cc1ccc(NC(=O)Nc2ccon2)cc1Cl	1%	50*	51%[activator]	0%	-12%	28*	-15%
O=c1[nH]c(=S)[nH]c(O)c1N=Nc1ccc2c(c1)OCCO2	?	27*	27%	?	32%[activator]	23*	-8%
COC(=O)c1ccc(COC(=O)CNC(=O)c2ccco2)cc1	-12%	-36	30%	0%	·	-1	18%
COc1ccc(-c2ccc(-c3noc(-c4ccccc4OC)n3)c(OC)n2)cc1	2%	-6	?	7%	-8%	2	7%
COc1cc(C2SCC(=O)N2CCN2CCCCC2)ccc1O (centres undefined)	4%	-11	0%	1%	143%[activator]	-1	-9%
Cc1nc(-c2ccc(S(=O)(=O)Nc3cc(S(=O)(=O)N(C)C)ccc3C)s2)cs1	5%	-5	?	2%	43%[activator]	1	-3%
CCOc1ccc(NC(=O)CSc2nc3nc4c(cc3c(=O)n2CC)COC(C)(C)C4)cc1	1%	25	?	11%	?	-3	-4%
CCCn1nc(C(=O)NNC(=O)CSCC(=O)Nc2cc(C)on2)c2ccccc2c1=O	0%	·	-10%	·	-18%	·	51%[activator]

# Sorted by heavy-atom count (largest number first): three of the compounds above.
structure	Tb PYK inh	Shiga inhibitor	Pf growth 48h	LmPK inhibitor	Pf growth 96h	Cycloheximide cs	AMA1 RON2 block
Cc1nc(-c2ccc(S(=O)(=O)Nc3cc(S(=O)(=O)N(C)C)ccc3C)s2)cs1	5%	-5	?	2%	43%[activator]	1	-3%
Cc1ccc2nc3c(cc2c1)c(NC(=O)c1ccccn1)nn3CC(C)C	·	-8	?	-2%	·	-2	-3%
Cc1ccc(C(=O)Nc2ccc(C)c(S(=O)(=O)N(C)C)c2)s1	-16%	64*	241%[activator]	2%	208%[activator]	74*	-3%

# Continuation.
structure	Tb PYK inh	Shiga inhibitor	Pf growth 48h	LmPK inhibitor	Pf growth 96h	Cycloheximide cs	AMA1 RON2 block
O=C(N1CCN(c2cccc(Cl)c2)CC1)C1(S(=O)(=O)c2ccc(Cl)cc2)CC1	-9%	-13	6%	6%	5%	-2	-2%
CCCCc1nc2cc(C(=O)NC3CCOC(C)(C)C3)ccc2o1 (centres undefined)	0%	-1	6%	-5%	?	9	4%
O=C(NCCC1=CCCCC1)c1ccc([N+](=O)[O-])cc1	9%	131*	126%[activator]	1%	-2%	75*	1%
CCNC(=S)N/N=C/c1ccc(-c2ccccc2)o1	-9%	49*	23%	-18%	-30%	24*	53%[activator]
CC(C)CC(=O)N1CCN(Cc2ccccc2Br)CC1	-4%	16	?	-5%	?	-2	20µM*
O=C(Nc1ccccc1C(=O)O)c1ccc(Br)o1	13%	39*	2%	-17%	31%[activator]	21*	7%
CCc1nnc(NC(=O)c2ccc(COc3ccccc3C)o2)s1	-6%	-4	-1%	-5%	4%	-2	12%
COc1ccc(CNC(=O)COC(=O)[C@H](Cc2c[nH]c3ccccc23)NC(=O)c2cccs2)cc1	1%	-13	11%	0%	40%[activator]	2	-17%
COc1ccccc1NS(=O)(=O)c1ccc2c(c1)n(C)c(=O)n2C	-12%	-7	·	2%	?	2	-1%
N#CC1(C#N)C(C(=O)C23CC4CC(CC(C4)C2)C3)C12CCOCC2 (centres undefined)	0%	-11	?	-3%	?	2	-11%
CS(=O)(=O)N(CC(=O)NC1CCCCCC1)Cc1ccccc1	1%	2	-2%	5%	0%	0	-15%
COC(=O)[C@@H]1C[C@@]2(O)[C@@H](O)[C@@H](O)[C@@H](O)C[C@H]2N1Cc1cc(OC)cc(OC)c1	7%	3	40%[activator]	-2%	27%	1	18%
O=C(C[n+]1ccccc1)N/N=C/c1cccc(Cl)c1Cl	2%	-11	·	1%	?	-1	6%
O=C(CNCc1ccc(F)cc1)Nc1ccccc1-c1ccccc1	5%	-4	?	2%	-28%	-4	-6%
Nc1ccc2c(c1)C(=O)C(=O)c1ccccc1-2	?	-28	·	?	?	-9	-10%
Cc1sc2ncn(CCC(=O)O)c(=O)c2c1C	1%	2	6%	3%	?	-6	-2%
Cc1ccc(OCc2nnc(SCCN3CCOCC3)n2C)cc1	1%	-9	5%	-4%	35%[activator]	-3	-15%
CC1CN(C(=O)CCNC(=O)c2ccc(Cl)cc2)CC(C)O1 (centres undefined)	12%	-21	2%	-2%	15%	-1	0%
COc1ccc2ccc(O)c(CN3CCN(S(=O)(=O)c4cccc(C(F)(F)F)c4)CC3)c2c1	4%	·	?	·	?	·	-24%
O=C(NC1CCCC1)c1ccc(CS(=O)Cc2ccccc2Cl)o1 (centres undefined)	-7%	5	-19%	-1%	-37%	-3	8%
COc1ccc(OC)c(NC(=O)CSc2nnc(Cn3c(=O)sc4ccccc43)n2C)c1	-7%	-6	1%	5%	?	-2	-2%
O=C(Nc1nccs1)C1Cc2ccccc2CN1S(=O)(=O)c1ccc(F)cc1 (centres undefined)	0%	94*	291%[activator]	0%	i	48*	37%[activator]
CCOC(=O)/C(C(N)=NCCO)=C(/O)c1ccccc1	-5%	-4	·	1%	12%	-5	12%
CCCOc1ccc(/C=C/C(=O)Nc2ccc([N+](=O)[O-])cc2C)cc1OC	-12%	-12	?	-1%	131%[activator]	1	10%
Cc1cccc(N/N=C2/COC(C)(C)CC2=O)c1	-2%	133*	266%[activator]	-11%	187%[activator]	78*	-1%
COc1ccc(N(C(=O)c2snc(C(N)=O)c2N)C(C(=O)NC2CCCC2)c2ccco2)cc1 (centres undefined)	-1%	-14	?	0%	-25%	-6	-11%
Cc1ccc(NC(=O)Nc2ccc(F)cc2)cc1Cl	4%	78*	?	2%	?	32*	28%
NC(=O)c1c(NC(=O)CN2CCCC2)sc2c1CCCC2	?	21*	23%	-2%	12µM*	26*	46%[activator]
Cc1cc(C)c(S(=O)(=O)NCc2ccc3c(c2)OCO3)cc1C	-2%	-11	80%[activator]	3%	-1%	10	-6%
COc1ccc(/C=C/C(=O)NCCCN2CCCC2)cc1	2%	20	7%	-5%	5%	-4	4%
FC(F)c1nnc2c(Cl)cc(C(F)(F)F)cn12	-8%	26	27%	-3%	66%[activator]	11	0%
CC(=O)Nc1ccc(Nc2nc(Cl)nc(Nc3ccc(NC(C)=O)cc3)n2)cc1	3%	13	-5%	-9%	4%	9	-18%
COc1ccc(-c2noc(CN(C)C(=O)Nc3ccccc3)n2)cc1	1%	35	15%	-2%	?	-5	5%
O=C(O)/C=C/C(=O)Nc1ccccc1SC(F)(F)F	-5%	10	0%	-15%	0%	-2	2%
CCCC(=O)Nc1ccc(-c2cn3cccnc3n2)cc1	-13%	39*	56%[activator]	-2%	-24%	31*	-3%
C=CCNC(=O)c1ccccc1NC(=O)c1ccc(Cl)c(S(=O)(=O)Nc2cc(C)ccc2C)c1	0%	45	?	5%	8.3µM*	10	-1%
Cc1cc(=O)oc(C)c1C(=O)NCCCN1C(C)CCCC1C (centres undefined)	3%	-12	14%	3%	-20%	0	2%
Cc1nnc(SCC(=O)NC(=O)NC(C)(C)C)n1N	-5%	-17	·	5%	-27%	-2	-14%
C[C@H](NC(=O)c1ccccc1F)C(=O)N1CCC2(CC1)NCCc1[nH]cnc12	0%	-8	9%	5%	18%	-3	1%
Cc1cccc(NC(=O)/C(C#N)=C/c2ccccc2O)n1	4%	78*	2%	-7%	8%	40*	1%
C=CCSc1nc2c(c(C3CC=CCC3)c1C#N)CCC2 (centres undefined)	-14%	12	?	1%	8.3µM*	-2	?
CCCCn1c(/N=C/c2ccc3c(c2)OCO3)nc2ccccc21	6%	-11	·	12%	?	-4	23%
c1ccc(-c2nnc3sc(CN4CCc5ccccc54)cn23)cc1	-5%	46*	10µM*	2%	?	24	?
O=C(COc1cccc(C(F)(F)F)c1)NCCCN1CCCC1=O	3%	-13	-4%	-2%	31%[activator]	-1	19%
COc1ccc(C(=O)Nc2ccccc2)cc1NC(=O)c1cccs1	-14%	-10	-11%	0%	-21%	3	-1%
Cc1cc(Br)cc(C)c1OCC(=O)NNC(=O)c1cccs1	-5%	-13	-9%	8%	12µM*	-3	69%[activator]
O=C(NCC1COc2ccccc2O1)c1ccc(F)c(S(=O)(=O)N2CCOCC2)c1 (centres undefined)	10%	·	?	·	-24%	·	-15%
CCN(CC(=O)Nc1cc(Cl)ccc1C)C(=O)C1CC(=O)N(Cc2ccccc2)C1 (centres undefined)	-4%	·	-28%	·	-2%	·	33%[activator]
O=C(c1ccc(-c2ccccc2)c(F)c1)C1CCCN(CCCn2cccn2)C1 (centres undefined)	0%	14	?	4%	?	9	-11%
CCCCCN(C(=O)CCC(=O)OCCOc1ccc(OC)cc1)c1c(N)n(CCCC)c(=O)[nH]c1=O	-5%	·	?	·	-19%	·	8%
Cc1cc(N=Nc2ccc(Cl)cc2)cc(CN2CCCC2)c1O	0%	-1	0.23µM*	0%	0.29µM*	-2	?
CCOc1ccc2[nH]c(=O)c(C(c3nnnn3CC3CCCO3)N3CCc4ccccc4C3)cc2c1 (centres undefined)	5%	-12	10µM*	3%	-14%	-4	1%

# Two entries from above, with two lines to a compound:
# Values in the order – Tb PYK inh | Shiga inhibitor | Pf growth 48h | LmPK inhibitor | Pf growth 96h | Cycloheximide cs | AMA1 RON2 block
> COc1ccc2ccc(O)c(CN3CCN(S(=O)(=O)c4cccc(C(F)(F)F)c4)CC3)c2c1
→ 4% | · | ? | · | ? | · | -24%
> Cc1cc(N=Nc2ccc(Cl)cc2)cc(CN2CCCC2)c1O
→ 0% | -1 | 0.23µM* | 0% | 0.29µM* | -2 | ?
